# Assay outcomes as filed in PubChem BioAssay.
# TRb-SRC2 inh – disrupts binding of human TR beta to SRC2. P10828. TRbeta-SRC2 peptide binding, fluorescence polarization; receptor liganded with 1 µM T3. AID 1469. Potency, µM (highest dose often 106 µM), without a hit: top-dose activity change, negative = inhibition, hits mostly inhibitors. 0.065% of 280,000 active; active = well fitted inhibition curve with a large enough effect; inconclusive = small, poorly fitted or top-dose-only effect, or effect the other way;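 note: plate controls were bound peptide for no effect and peptide without receptor for full effect; nearly all actives have a fitted effect of over 50% in size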
# Target sequence (P10828 whole entry, looked up): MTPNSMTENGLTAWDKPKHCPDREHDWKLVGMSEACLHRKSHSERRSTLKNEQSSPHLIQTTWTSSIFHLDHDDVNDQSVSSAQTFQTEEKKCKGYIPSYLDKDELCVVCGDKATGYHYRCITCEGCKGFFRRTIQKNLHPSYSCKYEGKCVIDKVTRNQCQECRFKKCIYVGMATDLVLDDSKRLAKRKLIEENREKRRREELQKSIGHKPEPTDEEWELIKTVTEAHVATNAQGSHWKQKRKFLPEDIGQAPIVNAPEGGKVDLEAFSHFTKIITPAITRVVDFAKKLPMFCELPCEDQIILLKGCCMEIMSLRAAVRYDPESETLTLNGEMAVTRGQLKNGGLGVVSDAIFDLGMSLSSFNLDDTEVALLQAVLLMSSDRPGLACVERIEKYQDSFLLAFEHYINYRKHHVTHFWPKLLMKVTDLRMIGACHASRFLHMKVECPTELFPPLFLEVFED
#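 Decrease in fluorescence polarization of 20 nM Texas Red SRC2 coactivator peptide flagged inhibition of its binding to 0.6 uM TRb LBD; 1 uM T3 included, incubation 5 hr, ex 555/em 632 nm.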
# TR SRC2 fluor cs – Texas Red fluorescence interference in TRb-SRC2 counter-screen; TRb/SRC2 Texas Red total fluorescence interference; AID 1479; Potency, µM (series often up to 106 µM), for the others: at the top dose fluorescence change, negative = quenching; 0.29% of 280,000 active; active = well fitted curve in either direction with a large enough effect; inconclusive = small, poorly fitted or top-dose-only effect
#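 Human TRβ ligand-binding domain (0.6 uM) and Texas Red SRC2 peptide (20 nM) in Tris buffer with 1 uM T3 and 5% DMSO were incubated with pinned compound for 5 hr at ambient temperature. Total fluorescence was computed as S + 2P (555/632 nm).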
# An asterisk follows results filed as active; ? = inconclusive; [ ] = remark or other dose. Unless noted, % is set by controls: 0 for no effect and ±100 for the full control effect; potency is the fitted concentration of half-maximal effect. An excerpt, so the mix of outcomes need not match the whole.
# The line under a structure holds: TRb-SRC2 inh	TR SRC2 fluor cs
- COc1ccc(C2=NN(CC(=O)NCCc3ccccc3)C(=O)CC2)cc1
    -2%	-14%
- COc1ccc(C)cc1NC(=O)c1ccc(=O)n(Cc2ccccc2)c1
    -3%	-1%
- CCc1ccccc1NC(=O)C(=O)NCCc1sc(-c2cccc(C)c2)nc1C
    2%	-3%
- COc1ccc(-n2nc3c(N4CCC(C(=O)NCCc5ccccc5)CC4)nnc(C)c3c2C)cc1
    -7%	1%
- CN1C(=O)C2(SCC(=O)N2c2ccc(F)cc2)c2ccccc21 (centres undefined)
    1%	-2%
- CN(C)CCN(Cc1ccco1)C(=O)c1oc2ccccc2c1NC(=O)c1ccccc1
    5%	-1%
- Cc1ccc(Cc2c(C)nc3nc(SCC(=O)NC4CCC(C)CC4)nn3c2C)cc1 (centres undefined)
    1%	0%
- CCOCCCNC(=O)c1cnc2sc(N3CCCCCC3)nn2c1=O
    2%	0%
- O=C(NCC(c1cccs1)S(=O)(=O)c1cccs1)c1ccccc1 (centres undefined)
    0%	1%
- C=C[C@@]1(C)CC(=O)[C@]2(O)[C@@]3(C)[C@@H](O)CCC(C)(C)[C@@H]3[C@H](O)[C@H](OC(C)=O)[C@@]2(C)O1
    8%[201 µM]	1%[201 µM]
- COc1ccc(C)cc1NC(=O)NCCn1nnc2cc(S(=O)(=O)N(C)C)ccc21
    3%	0%
- Cc1cccc(N2CCN(S(=O)(=O)c3ccc(F)c(C(=O)Nc4ccc(C(C)C)cc4)c3)CC2)c1C
    6%	-3%
- Cc1cc(S(=O)(=O)C(CNC(=O)c2ccc(F)c(F)c2)c2cccs2)ccc1F (centres undefined)
    0%	-1%
- Cc1cccc(C(=O)NCC(c2ccc3c(c2)OCO3)N2CCOCC2)c1 (centres undefined)
    5%	-21%
- Cn1cc(S(=O)(=O)N2CCCCCC2)cc1C(=O)Nc1ccc(Cl)c(C(F)(F)F)c1
    -2%	-3%
- COc1ccc(Nc2ncc3c(n2)CCN(Cc2sccc2C)C3)c(OC)c1
    6%	-2%
- COc1cc(NC(=O)NC(C)c2c(-n3cccc3)sc3c2CCN(C)C3)cc(OC)c1 (centres undefined)
    -7%	-3%
- Cc1nc(-c2ccc(C)c(S(=O)(=O)N3CCC(C(=O)NCc4ccc(Cl)cc4)CC3)c2)no1
    -5%	5%
- CCN(Cc1ccccc1)C(=O)Cn1c(=O)n(-c2cccc(C)c2)c(=O)c2c1c1cc(C)ccc1n2C
    -2%	-3%
- CCc1ccc(-c2nn(CC(=O)NC3CCCC3)c3c2cnc2ccc(F)cc23)cc1
    0%	-1%
- COc1ccc(N2C(=O)CSC23C(=O)N(C)c2ccccc23)cc1Cl (centres undefined)
    4%	-1%
- COc1ccc(-n2c(SCC(=O)NCc3ccc(Cl)cc3)nc3ccsc3c2=O)cc1
    3%	-3%
- CCc1nnc(NC(=O)CSc2nc3c([nH]c4ccccc43)c(=O)n2-c2ccc(Cl)cc2)s1
    10%	1%
- Cc1cc(=O)n(Cc2ccc(Br)cc2F)c2c1c(C)nn2-c1ccccc1
    5%	4%
- O=C(CSc1cn(CC(=O)N2CCOCC2)c2ccccc12)Nc1ccccc1
    -4%	-6%
- CCN(CC)c1ccc(NC(=O)CN2C(=O)c3cccnc3Sc3ccccc32)c(C)c1
    -5%	0%
- Cc1cccc(N(C)c2nc3ccc(C(=O)c4ccccc4)cc3n3c(C)nnc23)c1
    3%	-3%
- COc1ccc(NC(=O)Nc2cc(C(=O)NCc3ccc(C)cc3)ccc2N2CCCC2)cc1
    -1%	0%
- COc1ccc(Cl)cc1NC(=O)CN1C(=O)C(C)(C)c2cc(S(=O)(=O)N3CCCCC3)ccc21
    4%	-15%
- Cc1c(Cl)cccc1-n1ncc(C(=O)NCc2cccs2)c1C1CCN(C(=O)OC(C)(C)C)CC1
    9%	-2%
- O=C(CSc1nccn1C1CCCC1)Nc1cc(C(F)(F)F)ccc1Cl
    -3%	3%
- CCOc1ccc(CNC(=O)c2ccc(Sc3ccc(C)cc3)c(N)c2)cc1OC
    -3%	-4%
- O=C(CN1CCN(Cc2cccc(Cl)c2)C1=O)NCc1ccc(F)cc1
    -2%	0%
- O=C(O)CC(NS(=O)(=O)c1ccc(Br)s1)c1ccccc1 (centres undefined)
    5%	-30%
- Cn1c(=O)c2c(SCC(=O)NCc3ccc(F)cc3)nc(-c3ccccc3Cl)nc2n(C)c1=O
    -7%	0%
- Cc1ccc(CN2CCCN(CC(=O)Nc3ccc(C)cc3C)S2(=O)=O)cc1
    -2%	1%
- Cc1cccc(CCNC(=O)c2cnc3c(C)cccn3c2=O)c1
    -3%	7%
- CCC/C(=N\OCC)C1=C(O)CC(O)(CC(C)S(=O)(=O)CC)CC1=O (centres undefined)
    1%[201 µM]	4%[201 µM]
- Cc1ccc2sc(N(Cc3cccnc3)C(=O)C3COc4ccccc4O3)nc2c1C (centres undefined)
    5%	2%
- Cc1nn2c(=O)cc(COC(=O)c3ccc(NC(=O)c4cccs4)cc3)nc2s1
    -5%	-2%

# 6 successive records already listed, for reference:
# The line under a structure holds: TRb-SRC2 inh	TR SRC2 fluor cs
- Cc1cccc(N(C)c2nc3ccc(C(=O)c4ccccc4)cc3n3c(C)nnc23)c1
    3%	-3%
- COc1ccc(NC(=O)Nc2cc(C(=O)NCc3ccc(C)cc3)ccc2N2CCCC2)cc1
    -1%	0%
- COc1ccc(Cl)cc1NC(=O)CN1C(=O)C(C)(C)c2cc(S(=O)(=O)N3CCCCC3)ccc21
    4%	-15%
- Cc1c(Cl)cccc1-n1ncc(C(=O)NCc2cccs2)c1C1CCN(C(=O)OC(C)(C)C)CC1
    9%	-2%
- O=C(CSc1nccn1C1CCCC1)Nc1cc(C(F)(F)F)ccc1Cl
    -3%	3%
- CCOc1ccc(CNC(=O)c2ccc(Sc3ccc(C)cc3)c(N)c2)cc1OC
    -3%	-4%

# Continued:
# The line under a structure holds: TRb-SRC2 inh	TR SRC2 fluor cs
- CCOc1ccccc1CNC(=O)c1sc2ncccc2c1-n1cccc1
    9%	-25%
- CCOC(=O)c1c(NC(=O)COc2ccccc2)sc(C(C)=O)c1C
    -5%	-4%
- Cc1ccc(NC(=O)CN2C(=O)COc3ccc(S(=O)(=O)Nc4ccccc4)cc32)c(C)c1
    -2%	-1%
- CC(=O)Nc1ccc(NC(=O)c2ccc3c(c2)N(Cc2cccc(Cl)c2)C(=O)c2ccccc2S3=O)cc1 (centres undefined)
    3%	-5%
- CCN(C(=O)CSc1nc2ccccc2n1CC(=O)NCc1ccc(OC)cc1)c1ccccc1
    -7%	-1%
- Cc1cc(C)c(NC(=O)C(C)n2c(=O)cc(C)c3c(C)nn(-c4ccccc4)c32)c(C)c1 (centres undefined)
    0%	0%
- CCOc1ccc(NC(=O)c2c(NCc3cccnc3)sc3c2CCC(C)C3)cc1 (centres undefined)
    -7%	-16%
- COc1cc(OC)c(NC(=O)C(C)n2c(=O)cc(-c3ccccc3)c3c(C)nn(C)c32)cc1Cl (centres undefined)
    -4%	-20%
- Cc1cc(F)ccc1NC(=O)Cn1nc(N2CCN(c3ccccc3)CC2)ccc1=O
    7%	-2%
- COC(=O)c1ccc2c(c1)N(CC(=O)Nc1cccc(Cl)c1C)C(=O)c1ccccc1S2
    -2%	2%
- COc1ccc(C)cc1NC(=O)C(=O)NCCc1csc2nc(-c3ccccc3F)nn12
    7%	-3%
- Cc1ccc(-n2ncc3c(NCCCc4ccccc4)ncnc32)cc1
    8%	0%
- CC1=C(c2ccc(C)c(C)c2)S(=O)(=O)N=C1N1CCC(C(=O)NCc2ccc(N(C)C)cc2)CC1
    0%	-5%
- O=C(COc1ccc(F)cc1)NC1CC(=O)N(c2ccc3c(c2)OCCO3)C1 (centres undefined)
    -5%	1%
- COc1ccc(NC(=O)CSCc2cc(=O)c3cc(Cl)ccc3[nH]2)cc1
    3%	-1%
- CCOc1ccc(CNC(=O)c2ccc(-c3nc(CSc4ccc(C)cc4)c(C)o3)cc2)cc1
    0%	1%
- Cc1ccc(NC(=O)N2CC=C(c3c[nH]c4ccccc34)CC2)cc1Cl
    -3%	1%
- Cc1nn(C)c2c1c(-c1ccccc1)cc(=O)n2Cc1ccccc1C#N
    3%	6%
- COc1ccccc1N1CCN(C(=O)c2nn(-c3ccc(C)cc3)c(=O)n(C)c2=O)CC1
    10%	-3%
- COCCNC(=O)CSc1nc2cc3c(cc2c(=O)n1CCCCCC(=O)NCc1ccc(OC)cc1)OCO3
    -1%	0%
- COc1cc(NC(=O)CSc2nc3nc(C)c(Cc4ccccc4)c(C)n3n2)cc(OC)c1OC
    3%	-1%
- CS(=O)(=O)c1ccccc1-c1nnc(NC(=O)c2ccc3c(c2)OCCO3)o1
    -10%	0%
- CC(=O)N1CCCc2cc(S(=O)(=O)N3CCN(c4ccccc4F)CC3)ccc21
    0%	4%
- O=C(Nc1cc(Cl)cc(Cl)c1)c1ccc(F)c(S(=O)(=O)N2CCc3ccccc32)c1
    13%	-4%
- Cn1nnc2c(NCc3ccc(Cl)cc3)ncnc21
    4%	1%
- O=S(=O)(NCC(c1ccco1)N1CCN(c2ccc(F)cc2)CC1)c1cc(F)ccc1F (centres undefined)
    -1%	-1%
- COc1ccc(-c2nn(CC(=O)NCc3ccccc3)c3c2cnc2ccc(F)cc23)cc1
    1%	5%
- Cc1cccc(N(C)C(=O)Cn2cnc3nc4c(cc3c2=O)CCCC4)c1
    9%	-20%
- CCOC(=O)c1c(NC(=O)c2ccc(S(=O)(=O)N3CCC(C)CC3)cc2)sc2c1CCN(C)C2
    5%	-1%
- COc1ccc(-n2ncc(C(=O)NCc3ccc4c(c3)OCO4)c2C2CCN(C(=O)OC(C)(C)C)CC2)cc1
    -4%	?
- CCn1c(SCc2ccccc2F)nc(=O)c2c(C(=O)OC)cc(C3CC3)nc21
    -3%	-2%
- COC(=O)c1cc2c(cc1NC(=O)c1c(C)nn(-c3ccc(C)cc3)c1-n1cccc1)OCO2
    7%	-2%
- CCOC(=O)CNC(=O)Nc1cc(C(=O)NCc2ccccc2OC)ccc1N1CCCC1
    -5%	1%
- CCN1C(=O)c2ccccc2Sc2ccc(NC(=O)COc3ccc(Cl)cc3)cc21
    0%	2%
- COC(=O)c1ccc(Nc2ncnc3c2cnn3-c2ccccc2)cc1
    -5%	-1%
- O=[N+]([O-])c1ccc(C(c2sc3nc(-c4ccco4)nn3c2O)N2CCN(Cc3ccccc3)CC2)cc1 (centres undefined)
    -7%	0%
- CCOc1ccc(-n2cc(-c3ccccc3)c3c(Nc4cccc(F)c4)ncnc32)cc1
    2%	0%
- CCC1CCCCN1S(=O)(=O)c1ccc2c(c1)CCCN2C(C)=O (centres undefined)
    1%	-5%
- COc1ccc(-c2onc(C)c2C)cc1S(=O)(=O)N1CCN(c2ccc(Cl)cc2)CC1
    -2%	-1%
- COc1cccc(CNC(=O)CSc2nc3ccccc3nc2Cc2ccccc2)c1
    -2%	-2%
- CCc1ccc(NC(=O)C(CC)n2c(=O)c(C(F)(F)F)nc3ccccc32)cc1 (centres undefined)
    5%	0%
- CC(NC(=O)C(=O)Nc1c2c(nn1-c1ccccc1)CSC2)c1ccccc1 (centres undefined)
    -9%	0%
- Cc1onc(-c2ccc(Br)cc2)c1C(=O)Nc1ccc(Br)cc1F
    -5%	-3%
- Cc1cccc(C(c2sc3nc(-c4ccco4)nn3c2O)N2CCN(c3ccccc3F)CC2)c1 (centres undefined)
    2%	-3%
- Cc1ccc(-n2ncc(C(=O)NCc3cccs3)c2C2CCN(C(=O)OC(C)(C)C)CC2)cc1
    0%	-6%
- CC(C)c1ccc(NC(=O)CN2C(=O)CCc3cc(S(=O)(=O)N4CCOCC4)ccc32)cc1
    -3%	-1%
- CC1N=C2c3ccccc3N=C(SCC(=O)NCCc3ccccc3)N2C1=O (centres undefined)
    -11%	-1%
- CC(=O)c1ccc(NC(=O)CSc2nc(-c3ccc(C)cc3)nc3c2c(=O)n(C)c(=O)n3C)cc1
    -4%	-2%
- COc1ccc(CNS(=O)(=O)c2cnc(N)nc2)cc1
    -1%	0%
- CCOc1ccccc1NC(=O)N1CCc2c(sc3c2CCCC3)C1c1ccccc1 (centres undefined)
    -6%	-2%
- CCOc1ccc(C2C(=O)N(C3CCCCCC3)CC(=O)N2Cc2ccccc2)cc1OC (centres undefined)
    -5%	-1%
- Cc1ccc(C(=O)N2CCN(c3cccc(Cl)c3)CC2)cc1-n1c(C)nc2cccnc21
    -1%	0%
- Cc1ccc(-n2nc(C)c3c(C(=O)NCCc4ccc(S(N)(=O)=O)cc4)cc(C)nc32)cc1
    7%	2%
- COc1ccc(NC(=O)C(=O)NCC(c2ccc3c(c2)OCO3)N2CCN(C)CC2)cc1 (centres undefined)
    6%	0%
- O=C(NC1CC(=O)N(c2ccccc2)C1)c1ccc(S(=O)(=O)N2CCOCC2)cc1 (centres undefined)
    6%	-1%
- COc1cccc(CNC(=O)c2c(C)nn(-c3cccc(C)c3)c2-n2cccc2)c1
    0%	0%
- CCOC(=O)c1sc2ccccc2c1S(=O)(=O)Nc1ccc(CC)cc1
    2%	-1%
